Screening results from PubChem BioAssay.
PAFAH1B2 inh = PAFAH1B2 (human) inhibition; P68402; recombinant PAFAH1B2, FP-rhodamine activity probe, fluorescence polarization; inhibition, % at 3.39 µM; hit rate 1.2% among 340,000; AID 492953;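 active means inhibition above the mean of all tested compounds plus 3 SD, cut at about 24% in these data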;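 further: 0% = enzyme with DMSO and 100% = wells lacking PAFAH1B2; many of its hits are not listed in these tables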
Target sequence (P68402 whole entry, looked up): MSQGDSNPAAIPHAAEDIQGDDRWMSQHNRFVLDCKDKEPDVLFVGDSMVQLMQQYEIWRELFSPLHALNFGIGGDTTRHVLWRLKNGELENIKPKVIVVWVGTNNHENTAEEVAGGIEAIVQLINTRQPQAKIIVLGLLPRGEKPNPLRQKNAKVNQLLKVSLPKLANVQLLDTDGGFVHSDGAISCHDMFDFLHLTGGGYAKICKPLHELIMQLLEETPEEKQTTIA
PAFAH1B3 inh = blocks human PAF acetylhydrolase 1B catalytic subunit 3 | hit rate 0.28% among 340,000 | inhibition, % at 3.39 µM | recombinant PAFAH1B3, FP-rhodamine probe, fluorescence polarization | Q15102 | AID 492972;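 active means inhibition above the screen-wide average of all tested compounds plus 3 SD, cut at about 25% in these data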;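 further: 0% = enzyme with DMSO only and 100% = wells lacking PAFAH1B3 protein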
PAFAH2 FP inh = inhibitors of human PAFAH2 | Q99487 | recombinant PAFAH2, FP-rhodamine activity probe, fluorescence polarization | inhibition, % at 3.39 µM | hit rate 0.99% among 340,000;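 active means inhibition above the mean over all tested compounds plus 3 SD, cut at about 30% in these data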;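 further: inhibitors block probe labeling of enzyme so polarization drops; 0% = enzyme with DMSO and 100% = wells lacking PAFAH2 protein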
GSTO1 counter = blocks human GSTO1 in RBBP9 counter-screen; P78417; recombinant GSTO1, activity-based probe fluorescence polarization; inhibition, % at 5.96 µM; hit rate 1.1% among 300,000; AID 1974;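 active means inhibition above the campaign mean inhibition plus 3 SD, cut at about 35% in these data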;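 further: 0% = GSTO1-1 with DMSO and 100% = wells lacking GSTO1-1 enzyme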
PME-1 primary = blocks human protein phosphatase methylesterase 1; recombinant PME-1, FP-Rh probe fluorescence polarization; inhibition, % at 5.9 µM; hit rate 0.53% among 320,000; AID 2130;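 active means inhibition above the campaign mean of all compounds plus 3 SD, cut at about 26% in these data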;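 further: competitive labeling of PME-1 active site by serine hydrolase directed probe; 0% = PME-1 with DMSO and 100% = wells lacking PME-1 enzyme; inhibitors block probe labeling so polarization falls and inhibition rises; many of its hits are not listed in these tables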
Target sequence (Q9Y570 whole entry, looked up): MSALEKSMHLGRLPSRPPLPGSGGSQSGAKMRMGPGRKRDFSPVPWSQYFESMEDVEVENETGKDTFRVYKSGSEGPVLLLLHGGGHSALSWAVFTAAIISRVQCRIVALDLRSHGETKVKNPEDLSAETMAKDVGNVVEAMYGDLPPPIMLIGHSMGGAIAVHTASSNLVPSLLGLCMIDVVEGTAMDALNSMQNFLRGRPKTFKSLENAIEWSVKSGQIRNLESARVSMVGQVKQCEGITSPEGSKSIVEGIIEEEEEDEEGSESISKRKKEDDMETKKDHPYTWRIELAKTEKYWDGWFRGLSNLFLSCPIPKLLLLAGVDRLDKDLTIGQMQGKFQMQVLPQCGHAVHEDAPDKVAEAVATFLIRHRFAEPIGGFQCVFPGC
LYPLA1 counter = LYPLA1 (human) inhibition in PME1 counter-screen; recombinant LYPLA1, FP-Rh probe fluorescence polarization; inhibition, % at 5.9 µM; hit rate 0.16% among 320,000; AID 2174;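 active means inhibition above the mean of all tested compounds plus 3 SD, set per campaign, cut at about 14% in these data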;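 further: inhibitors block serine hydrolase probe labeling of LYPLA1 so polarization falls; 0% = enzyme with DMSO and 100% = wells lacking LYPLA1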
pPAFAH inh = inhibitors of human plasma PAF acetylhydrolase (pPAFAH); Q13093; recombinant pPAFAH, FP-rhodamine probe fluorescence polarization; inhibition, % at 3.39 µM; hit rate 1.5% among 330,000; AID 463082;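 active means inhibition above the mean inhibition across the screen plus 3 SD, cut at about 25% in these data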;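 further: inhibitors block binding of the rhodamine activity-based probe so polarization drops; 0% = enzyme with DMSO and 100% = wells lacking pPAFAH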
Target sequence (Q13093 whole entry, looked up): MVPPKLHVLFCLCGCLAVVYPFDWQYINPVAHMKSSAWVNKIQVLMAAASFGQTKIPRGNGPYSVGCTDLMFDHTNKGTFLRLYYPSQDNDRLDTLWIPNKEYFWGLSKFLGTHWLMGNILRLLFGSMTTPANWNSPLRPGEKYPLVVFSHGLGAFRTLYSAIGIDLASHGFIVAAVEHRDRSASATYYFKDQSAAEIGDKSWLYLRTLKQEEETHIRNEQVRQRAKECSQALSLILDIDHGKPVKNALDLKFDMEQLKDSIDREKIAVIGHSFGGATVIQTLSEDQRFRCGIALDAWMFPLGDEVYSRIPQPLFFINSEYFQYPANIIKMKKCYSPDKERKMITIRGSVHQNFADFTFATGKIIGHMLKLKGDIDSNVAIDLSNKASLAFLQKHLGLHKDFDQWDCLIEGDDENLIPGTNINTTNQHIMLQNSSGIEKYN
Fam108B counter = blocks mouse Fam108B hydrolase in RBBP9 counter-screen. recombinant Fam108B, FP-Rh probe fluorescence polarization. inhibition, % at 9.51 µM. hit rate 0.33% among 300,000;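 active means inhibition above the screen mean inhibition plus 3 SD, computed separately per campaign, cut at about 18% in these data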;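 further: inhibitors lower polarization as less probe binds the enzyme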
PAD4 inh = blocks human protein arginine deiminase 4; Q9UM07; recombinant PAD4, RCA probe fluorescence polarization; inhibition, % at 6.36 µM; hit rate 0.41% among 330,000; AID 485272;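 active means percent inhibition above a cutoff equal to the mean of all tested compounds plus 3 SD, cut at about 15% in these data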;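 further: 0% = PAD4 with RCA probe and DMSO and 100% = probe without PAD4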
* marks the source's active call; other numbers are inactive results.

Screening C[C@@H]1CN([C@@H](C)CO)C(=O)c2cc(NC(=O)CCC(F)(F)F)ccc2O[C@H]1CN(C)S(=O)(=O)c1ccc(Cl)cc1 returned PAFAH1B2 inh 8, PAFAH1B3 inh 5, PAFAH2 FP inh 5, pPAFAH inh 3 and PAD4 inh 4.
`COc1ccccc1NC(=O)c1ccc(NC(=O)CSc2ncccn2)cc1` gave PAFAH1B2 inh 3, PAFAH1B3 inh 3, PAFAH2 FP inh 3, GSTO1 counter 2, PME-1 primary -2, LYPLA1 counter -4, pPAFAH inh 1, Fam108B counter 0 and PAD4 inh 3.
`Cc1nc(SCC(=O)NCc2ccc(F)cc2)c2c(=O)n(C)c(=O)n(C)c2n1` gave PAFAH1B2 inh 2, PAFAH1B3 inh 2, PAFAH2 FP inh 5, GSTO1 counter 7, PME-1 primary 2, LYPLA1 counter 1, pPAFAH inh -1, Fam108B counter -6 and PAD4 inh -2.
Screening O=C(O)CCc1ccc(-c2ccc(Br)cc2)n1CC(=O)O returned PAFAH1B2 inh -1, PAFAH1B3 inh 11, PAFAH2 FP inh 3, GSTO1 counter 9, PME-1 primary -2, LYPLA1 counter 1, pPAFAH inh 11, Fam108B counter -3 and PAD4 inh -8.
`CC(/C=N/NC(=O)c1ccco1)=C\c1ccccc1` gave PAFAH1B2 inh -2, PAFAH1B3 inh -5, PAFAH2 FP inh -2, GSTO1 counter 8, PME-1 primary -5, LYPLA1 counter -3, pPAFAH inh -4, Fam108B counter 4 and PAD4 inh -2.
Screening CN1CCN(c2nc(-c3cccs3)cc(C(F)(F)F)n2)CC1 returned PAFAH1B2 inh 5, PAFAH1B3 inh 0, PAFAH2 FP inh 1, GSTO1 counter 7, PME-1 primary -2, LYPLA1 counter -7, pPAFAH inh 7, Fam108B counter -1 and PAD4 inh -4.
`COCCNC(=O)c1cccc(OC2CCN(Cc3ccc(F)cc3OC)CC2)c1` gave PAFAH1B2 inh 4, PAFAH1B3 inh -1, PAFAH2 FP inh -1, GSTO1 counter -3, PME-1 primary 2, LYPLA1 counter 0, pPAFAH inh 6, Fam108B counter -6 and PAD4 inh -2.
`CCCC(CCC)C(=O)Nc1ccncc1` gave PAFAH1B2 inh 5, PAFAH1B3 inh 4, PAFAH2 FP inh -10, GSTO1 counter 1, PME-1 primary -3, LYPLA1 counter -5, pPAFAH inh 0, Fam108B counter 0 and PAD4 inh 6.
Screening CCOC(=O)c1cc(CC)sc1NC(=O)c1cc(OC)c(OC)c(OC)c1 returned PAFAH1B2 inh 2, PAFAH1B3 inh 5, PAFAH2 FP inh -15, GSTO1 counter 4, PME-1 primary 1, LYPLA1 counter 3, pPAFAH inh 2, Fam108B counter 1 and PAD4 inh 7.
CCn1c(=O)c(C(=O)CN2CCN(Cc3ccc4c(c3)OCO4)CC2)c(N)n(Cc2ccccc2)c1=O was read as PAFAH1B2 inh 4, PAFAH1B3 inh 4, PAFAH2 FP inh -3, GSTO1 counter 2, PME-1 primary 0, LYPLA1 counter 5, pPAFAH inh 6, Fam108B counter -4 and PAD4 inh 4.

Quoted at random: four records from the list
Screening CN1CCN(c2nc(-c3cccs3)cc(C(F)(F)F)n2)CC1 returned PAFAH1B2 inh 5, PAFAH1B3 inh 0, PAFAH2 FP inh 1, GSTO1 counter 7, PME-1 primary -2, LYPLA1 counter -7, pPAFAH inh 7, Fam108B counter -1 and PAD4 inh -4.
`COc1ccccc1NC(=O)c1ccc(NC(=O)CSc2ncccn2)cc1` gave PAFAH1B2 inh 3, PAFAH1B3 inh 3, PAFAH2 FP inh 3, GSTO1 counter 2, PME-1 primary -2, LYPLA1 counter -4, pPAFAH inh 1, Fam108B counter 0 and PAD4 inh 3.
`CC(/C=N/NC(=O)c1ccco1)=C\c1ccccc1` gave PAFAH1B2 inh -2, PAFAH1B3 inh -5, PAFAH2 FP inh -2, GSTO1 counter 8, PME-1 primary -5, LYPLA1 counter -3, pPAFAH inh -4, Fam108B counter 4 and PAD4 inh -2.
`CCCC(CCC)C(=O)Nc1ccncc1` gave PAFAH1B2 inh 5, PAFAH1B3 inh 4, PAFAH2 FP inh -10, GSTO1 counter 1, PME-1 primary -3, LYPLA1 counter -5, pPAFAH inh 0, Fam108B counter 0 and PAD4 inh 6.

(list continues)
`CC(C)CC(NC(=O)C(CC(C)C)NC(=O)C(Cc1ccc(OCc2ccccc2)cc1)NC(=O)OC(C)(C)C)C(N)=O` (stereo not drawn) gave PAFAH1B2 inh 2, PAFAH1B3 inh 7, PAFAH2 FP inh 10, GSTO1 counter 6, PME-1 primary -3, LYPLA1 counter 1, pPAFAH inh 0, Fam108B counter -5 and PAD4 inh -1.
Screening O=C(NCCN1CCOC1=O)C1CCC(=O)N(CCc2ccc(Cl)cc2)C1 (stereo not drawn) returned PAFAH1B2 inh -3, PAFAH1B3 inh -9, PAFAH2 FP inh -14, GSTO1 counter 5, PME-1 primary -4, LYPLA1 counter 4, pPAFAH inh 6, Fam108B counter -2 and PAD4 inh 0.
For COC(=O)c1[nH]c2cccc(C)c2c1NC(=O)CN1CCN(c2ccccc2OC)CC1 the results were PAFAH1B2 inh 2, PAFAH1B3 inh 7, PAFAH2 FP inh 4, GSTO1 counter -14, PME-1 primary -3, LYPLA1 counter 4, pPAFAH inh 9, Fam108B counter 3 and PAD4 inh -1.
COc1ccc(Cl)cc1C(=O)Nc1ccc(CN2CCCCC2)cc1 was read as PAFAH1B2 inh 4, PAFAH1B3 inh 1, PAFAH2 FP inh 3, GSTO1 counter -3, PME-1 primary 1, LYPLA1 counter 3, pPAFAH inh 0, Fam108B counter 0 and PAD4 inh -3.
Screening CC(=O)N=c1sc(S(N)(=O)=O)nn1C returned PAFAH1B2 inh 1, PAFAH1B3 inh -1, PAFAH2 FP inh 0, GSTO1 counter 4, PME-1 primary -5, LYPLA1 counter 1, pPAFAH inh 3, Fam108B counter 1 and PAD4 inh -2.
Screening O=C(OCCN1C(=O)c2ccccc2C1=O)c1cc(=O)[nH]c2ccccc12 returned PAFAH1B2 inh 0, PAFAH1B3 inh 6, PAFAH2 FP inh 0, GSTO1 counter 0, PME-1 primary 3, LYPLA1 counter 3, pPAFAH inh -1, Fam108B counter 2 and PAD4 inh -5.
Screening Cc1ccc(S(=O)(=O)N2CCC(C(=O)OCC(=O)N(C)Cc3ccccc3)CC2)cc1C returned PAFAH1B2 inh -3, PAFAH1B3 inh 13, PAFAH2 FP inh -2, GSTO1 counter -3, PME-1 primary 11, LYPLA1 counter 4, pPAFAH inh 9, Fam108B counter 0 and PAD4 inh 3.
CCCNC(=O)CN(CCc1ccccc1)S(C)(=O)=O was read as PAFAH1B2 inh 6, PAFAH1B3 inh 6, PAFAH2 FP inh 6, GSTO1 counter -1, PME-1 primary 0, LYPLA1 counter -1, pPAFAH inh 3, Fam108B counter 0 and PAD4 inh -4.
`CCS(=O)(=O)N1CCN(Cc2ccncc2)CC1` gave PAFAH1B2 inh -4, PAFAH1B3 inh -11, PAFAH2 FP inh -2, GSTO1 counter -6, PME-1 primary -1, LYPLA1 counter 0, pPAFAH inh -6, Fam108B counter -8 and PAD4 inh 1.
CCS(=O)(=O)n1nc(C(=O)N2CCOCC2)nc1N was read as PAFAH1B2 inh 4, PAFAH1B3 inh -3, PAFAH2 FP inh 4, GSTO1 counter 3, PME-1 primary -2, LYPLA1 counter -1, pPAFAH inh 2, Fam108B counter 1 and PAD4 inh -2.
`COc1ccc(OC)c(S(=O)(=O)N2CCC3(CC2)OCCN3S(=O)(=O)c2ccccc2)c1` gave PAFAH1B2 inh 2, PAFAH1B3 inh 8, PAFAH2 FP inh 1, GSTO1 counter 0, PME-1 primary -3, LYPLA1 counter 2, pPAFAH inh 0, Fam108B counter 0 and PAD4 inh 7.
For S=c1[nH]nc(-c2ccccn2)n1/N=C/c1ccco1 the results were GSTO1 counter 2, PME-1 primary -8, LYPLA1 counter -3, pPAFAH inh 3, Fam108B counter -1 and PAD4 inh 2.
COc1ccc(OC)c(CCNC(=O)C(=O)Nc2ccc3nc4n(c(=O)c3c2)CCCCC4)c1 was read as PAFAH1B2 inh 1, PAFAH1B3 inh 3, PAFAH2 FP inh -3, GSTO1 counter 2, PME-1 primary -5, LYPLA1 counter -3, pPAFAH inh 2, Fam108B counter -2 and PAD4 inh 0.
CCN(CC)S(=O)(=O)c1ccc(C)c(NC(=O)CNc2cccc(S(=O)(=O)N3CCOCC3)c2)c1 was read as PAFAH1B2 inh 0, PAFAH1B3 inh 10, PAFAH2 FP inh 3, GSTO1 counter 4, PME-1 primary 11, LYPLA1 counter -2, pPAFAH inh 3, Fam108B counter 3 and PAD4 inh 1.
For CC(=O)c1c(N=CN(C)C)nc(C)nc1-c1ccccc1 the results were PAFAH1B2 inh 5, PAFAH1B3 inh -3, PAFAH2 FP inh 7, GSTO1 counter 8, PME-1 primary 0, LYPLA1 counter 3, pPAFAH inh 0, Fam108B counter -2 and PAD4 inh 0.
`COCCn1c(SCC(=O)Nc2ccc(NC(C)=O)cc2)nc2ccccc2c1=O` gave PAFAH1B2 inh 6, PAFAH1B3 inh 12, PAFAH2 FP inh 0, GSTO1 counter 2, PME-1 primary -3, LYPLA1 counter -1, pPAFAH inh -8, Fam108B counter 1 and PAD4 inh -2.
CCCCNCc1ccc(SC)cc1 was read as PAFAH1B2 inh 7, PAFAH1B3 inh 1, PAFAH2 FP inh -1, GSTO1 counter 3, PME-1 primary -2, LYPLA1 counter 1, pPAFAH inh 0, Fam108B counter 0 and PAD4 inh -4.
Screening O=C1CCC(=O)N1c1ccc(NC2CCN(Cc3ccccc3)CC2)c([N+](=O)[O-])c1 returned PAFAH1B2 inh 3, PAFAH1B3 inh 1, PAFAH2 FP inh 4, GSTO1 counter 2, PME-1 primary -5, LYPLA1 counter 2, pPAFAH inh 1, Fam108B counter -2 and PAD4 inh -2.
Screening CC(C)CN(C(=O)CN1CCN(S(=O)(=O)c2ccc3ccccc3c2)CC1)c1c(N)n(CC(C)C)c(=O)[nH]c1=O returned PAFAH1B2 inh -1, PAFAH1B3 inh 6, PAFAH2 FP inh 5, GSTO1 counter -5, PME-1 primary -3, LYPLA1 counter 1, pPAFAH inh 1, Fam108B counter -2 and PAD4 inh -3.
`Cc1cc(Br)ccc1-n1[nH]c(C)c(C=Nc2cccc3nsnc23)c1=O` gave PAFAH1B2 inh 5, PAFAH1B3 inh 9, PAFAH2 FP inh 4, GSTO1 counter 9, PME-1 primary -4, LYPLA1 counter -3, pPAFAH inh 8, Fam108B counter -2 and PAD4 inh -11.
`O=C(Nc1ccc(C(=O)c2ccc(C(=O)O)c(C(=O)O)c2)cc1)c1ccccc1` gave PAFAH1B2 inh 1, PAFAH1B3 inh -1, PAFAH2 FP inh 3, GSTO1 counter -3, PME-1 primary -1, LYPLA1 counter -1, pPAFAH inh -4, Fam108B counter 1 and PAD4 inh -2.
Screening CCOC(=O)c1cnn(CCOC(=O)c2ccccc2)c1NC(=O)c1ccccc1 returned PAFAH1B2 inh -2, PAFAH1B3 inh -6, PAFAH2 FP inh 0, GSTO1 counter -6, PME-1 primary -6, LYPLA1 counter -1, pPAFAH inh 3, Fam108B counter 2 and PAD4 inh -3.

Some of the compounds tested. The share of hits here may be higher or lower than overall.
